From PubChem BioAssay
BoNT F protease: inhibitors of Botulinum neurotoxin F light chain protease; Multiplex microsphere protease cleavage assay, flow cytometry; inhibition, % at 10 µM; hit rate 0.22% among 360,000; in the data active = inhibition above about 35%, passing the limit was not always enough; inconclusive = no clear call, values can overlap the other calls; also: plate controls were buffer without enzyme for full effect and enzyme alone for no effect
TcdB GH inh: TcdB glycohydrolase inhibition. P18177. TcdB glycohydrolase enzymatic assay, plate reader. inhibition, % at 9.99 µM. hit rate 0.24% among 350,000. AID 652162; in the data active = inhibition above about 10%
PrPC TRFRET: inhibitors of human cell surface prion protein PrPC; inhibition, % at 13.8 µM; TR-FRET read-out; hit rate 0.43% among 370,000; AID 720596; P04156; in the data active = inhibition above about 24%; also: 0% = median of the test wells and 100% = reference compound wells
Y pestis TopoI: inhibitors of Yersinia pestis topoisomerase I | hit rate 0.064% among 360,000 | Y. pestis Topo-I cleavage product accumulation, plate reader | activity, % at 10 µM; in the data active = activity above about 50%, passing the limit was not always enough; inconclusive = no clear call, values can overlap the other calls; also: inactives centre near 2
BoNT-A LC inh2: inhibitors of Botulinum neurotoxin A light chain protease; multiplex microsphere protease substrate cleavage, flow cytometry; inhibition, % at 10 µM; hit rate 0.17% among 360,000; also: plate controls were buffer without enzyme for full effect and enzyme alone for no effect
PfHsp40 yeast: rescue of PfHsp40-mediated yeast toxicity. S. cerevisiae expressing PfHsp40, growth rescue, ATP luminescence. growth rescue, % at 12.5 µM. hit rate 0.68% among 340,000. AID 504582; in the data active = growth rescue above about 28%, passing the limit was not always enough; inconclusive = no clear call, values can overlap the other calls;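 also: yeast W303a lacking pdr1 and pdr3 grown in galactose medium; growth measured after three days at 30 °C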
CCHF vOTU inh: CCHFV vOTU protease inhibition; hit rate 0.55% among 370,000; inhibition, % at 11.5 µM; Pep-AMC fluorescence; in the data active = inhibition above about 30%; also: 0% = vehicle wells with enzyme and 100% = no enzyme wells
Anthrax LF prot: blocks Bacillus anthracis lethal factor protease; multiplex microsphere protease cleavage assay, LF; inhibition, % at 10 µM; hit rate 0.12% among 360,000; also: plate controls were buffer without enzyme for full effect and enzyme alone for no effect
Target sequence (P15917 whole entry, looked up): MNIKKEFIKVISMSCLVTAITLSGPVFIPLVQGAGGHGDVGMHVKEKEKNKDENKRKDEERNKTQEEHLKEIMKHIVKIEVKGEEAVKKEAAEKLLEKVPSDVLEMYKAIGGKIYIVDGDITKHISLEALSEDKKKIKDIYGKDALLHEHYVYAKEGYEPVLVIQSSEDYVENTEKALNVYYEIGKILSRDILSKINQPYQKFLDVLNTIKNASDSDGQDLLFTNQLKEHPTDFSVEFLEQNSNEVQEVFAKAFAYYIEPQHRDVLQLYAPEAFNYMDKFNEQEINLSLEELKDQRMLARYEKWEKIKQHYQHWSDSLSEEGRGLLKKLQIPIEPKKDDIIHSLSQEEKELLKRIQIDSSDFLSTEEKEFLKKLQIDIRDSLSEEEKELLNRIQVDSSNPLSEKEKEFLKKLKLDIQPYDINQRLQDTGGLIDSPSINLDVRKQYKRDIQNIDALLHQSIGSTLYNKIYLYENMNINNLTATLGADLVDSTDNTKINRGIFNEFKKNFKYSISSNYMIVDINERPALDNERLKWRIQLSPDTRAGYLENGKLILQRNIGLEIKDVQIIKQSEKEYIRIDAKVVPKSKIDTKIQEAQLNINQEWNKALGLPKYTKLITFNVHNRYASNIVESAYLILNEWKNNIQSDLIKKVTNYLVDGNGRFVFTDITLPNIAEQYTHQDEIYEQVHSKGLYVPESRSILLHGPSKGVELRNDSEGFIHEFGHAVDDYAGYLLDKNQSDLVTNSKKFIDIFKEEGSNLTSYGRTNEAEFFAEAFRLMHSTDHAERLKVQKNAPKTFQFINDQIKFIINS
FadD28 binding: blocks FadD28 binding to the bisubstrate probe; hit rate 0.22% among 360,000; inhibition, % at 12.5 µM; fluorescence polarization; in the data active = inhibition above about 8.5%, passing the limit was not always enough; inconclusive = no clear call, values can overlap the other calls
Active calls of the source: *; u = inconclusive; x = no result given. Rule as the data show it, unless noted: active = inhibition above about 30%; inconclusive = no clear call, values can overlap the other calls; inactive = below that.

SMILES | BoNT F protease | TcdB GH inh | PrPC TRFRET | Y pestis TopoI | BoNT-A LC inh2 | PfHsp40 yeast | CCHF vOTU inh | Anthrax LF prot | FadD28 binding
CCN(CC(=O)Nc1ccccc1C(F)(F)F)C(=O)CCc1c(C)[nH]c(=O)c(C#N)c1C | -3 | 0.5 | -4 | 3 | 0.4 | -2.0 | -15 | 1 | -1.3
CN1CCN(C(=O)c2ccc(S(=O)(=O)c3ccc(Br)cc3)cc2)CC1 | 2 | x | -4 | 1 | 1.1 | -0.5 | -1 | 1 | -3.6
C[C@@H](NC(=O)c1nc[nH]c1C(=O)NC1CCN(C(=O)OC(C)(C)C)CC1)c1ccccc1 | 2 | 1.6 | 7 | 0 | -0.1 | 0.4 | 19 | 1 | -3.9
COc1cc(C(=O)NCC(=O)N/N=C(C)\C=C\c2ccccc2)cc(OC)c1OC | -4 | -0.2 | -7 | 14 | -0.3 | -0.7 | 6 | -4 | -1.6
COc1ccccc1NC(=O)C(C)N(C)Cc1ccc(Cl)s1 (stereo not given) | 8 | 2.0 | 2 | 47 | 3.9 | 0.4 | 12 | 0 | x
O=C(NCc1ccccc1F)C(=O)NCC1CCCN1S(=O)(=O)c1cccs1 (stereo not given) | -4 | 4.9 | 5 | 18 | 1.1 | -0.6 | -4 | u | -0.8
COC(=O)NC1CCC(NC(=O)OC)CC1 (stereo not given) | -1 | x | -1 | 6 | 0.0 | -0.5 | -2 | -1 | -1.0
CNC(=O)Cn1ncc2c3ccccc3n(C)c2c1=O | 1 | x | x | -6 | -1.8 | -0.2 | x | -1 | -2.1
Cc1ccc(CNc2ncnc3c2cnn3-c2ccccc2)cc1 | -1 | x | 0 | 14 | -1.5 | -1.9 | -7 | 1 | -1.3
CCOc1[nH]n(-c2ccccc2)c(=O)c1C=Nc1ccc(OC)cc1 | -7 | 0.5 | 6 | 8 | 0.3 | -0.1 | 15 | -2 | -4.0
Cc1cc(C(O)c2ncc(-c3cccc4ccccc34)[nH]2)ccc1F (stereo not given) | -10 | 1.1 | -1 | -9 | -0.8 | x | -4 | -6 | -4.6
Cc1ccc(NC(=O)COC(=O)Cn2cnc3c2c(=O)n(C)c(=O)n3C)cc1 | 2 | 0.7 | 5 | -8 | 0.0 | 0.4 | 12 | 3 | -1.4
O=C(CSc1nnc(SCc2ccc(Cl)cc2)s1)N/N=C/c1c[nH]c2ccccc12 | -3 | x | 7 | -5 | 0.0 | -0.3 | -14 | 1 | -2.1
Cc1ccc(N(C)C(=O)c2ccc3c(Cl)c4c(nc3c2)CCC4)cc1C | 11 | 1.4 | 5 | 25 | 0.3 | -0.2 | 8 | 6 | -7.6
Cc1oc2c(c1C(=O)O)C(=O)c1ccccc1C2=O | -7 | -0.5 | -17 | 7 | 0.5 | -0.6 | 67* | -1 | -2.4
COC(=O)c1cc(S(=O)(=O)Nc2cccc(S(N)(=O)=O)c2)oc1C | u | -1.0 | -3 | -7 | 1.1 | 17 | 4 | 3 | -1.6
CSc1nccc(Oc2ccc(C#N)cc2)n1 | -3 | -2.5 | 11 | -4 | 0.2 | 0.6 | -4 | 0 | -1.0
CC(=O)NC(C)C(=O)OCC(=O)c1ccc(Cl)s1 (stereo not given) | -6 | x | 4 | -1 | 0.3 | -0.4 | -11 | 0 | -1.7
N#CCCn1cc(C(=O)Nc2ccc([N+](=O)[O-])cc2)c(-c2cc3ccccc3o2)n1 | -7 | 2.2 | -6 | -14 | 0.1 | 1.7 | -3 | 2 | -10
COCC(C)n1c(SCC(=O)NC(=O)Cc2ccccc2)nc2ccccc2c1=O (stereo not given) | -6 | 0.5 | 4 | 13 | -0.5 | -1.4 | 0 | -2 | -1.4
COc1cccc(CN(C)C(=O)CCN(c2ccccc2)S(=O)(=O)c2ccc(C)cc2)c1OC | -2 | -0.4 | 1 | 15 | -2.2 | -0.6 | -3 | -1 | -5.5
S=C(NC1CCCCC1)N(CCc1nc2ccccc2[nH]1)C1CCCC1 | -12 | x | 10 | -1 | -0.3 | 2.3 | 16 | 1 | -3.9
Cc1ccc(S(=O)(=O)NCC(=O)NCc2ccncc2)cc1 | -14 | x | 4 | -1 | -1.2 | -0.5 | 4 | -7 | -0.8
O=C(Cn1cc2c(n1)CCCCC2)Nc1c(F)cc(F)cc1Br | -2 | 0.8 | 5 | -6 | -0.7 | 1.1 | -5 | 4 | -1.5
Cc1ccc(S(=O)(=O)N2CCCC2CO)cc1 (stereo not given) | -4 | 0.3 | -3 | 8 | 0.5 | 0.4 | 9 | 3 | -3.4
COc1ccc(OCC(O)CNC(=O)c2cccs2)cc1 (stereo not given) | 1 | 2.2 | 2 | 4 | 0.0 | -0.7 | -9 | -5 | -2.9
O=C(Nc1cccnc1)c1c(O)c2cccc3c2n(c1=O)CC3 | 0 | x | 5 | 10 | -0.5 | 3.8 | 0 | -2 | 0.3
O=C1c2ccccc2C(=O)N1CCCCN(C(=O)c1cccc([N+](=O)[O-])c1)c1ccc(Cl)cc1 | -6 | x | 6 | 6 | -2.9 | 0.6 | 13 | 0 | -4.7
COc1cc([N+](=O)[O-])ccc1NC(=O)CN1CCCC1 | -1 | 0.4 | 1 | 13 | -0.5 | -0.6 | -14 | -4 | -0.2
Cc1cc(C)cc(Oc2cc(NC(=O)c3cn(C)nc3C)cc([N+](=O)[O-])c2)c1 | -2 | x | 0 | 8 | -0.4 | -0.1 | -6 | -5 | -11
Cn1c(C(=O)N2CCCC2)cc2c(=O)n(C)c3ccccc3c21 | -7 | 1.6 | 4 | 8 | -0.6 | -0.5 | 1 | -5 | -1.7
CC(C)c1onc(C(=O)NCc2ccc(Cl)cc2)c1[N+](=O)[O-] | -4 | 2.7 | 9 | 2 | -0.1 | -1.9 | 4 | 1 | -3.2
CCOC(=O)c1ccc(NS(=O)(=O)c2cc(-c3nnnn3C(C)C)ccc2OC)cc1 | -7 | x | 5 | -11 | 0.6 | -0.5 | 2 | 2 | 0.5
COc1ccc(CC(=O)OCC(=O)NC(=O)NC2CCCCC2)cc1 | 4 | x | -7 | 46 | 0.2 | 2.0 | 2 | -2 | 1.7
O=C(Nc1ccc(F)cc1)C1CC(=O)n2cnnc2N1 (stereo not given) | -4 | -1.4 | 7 | -2 | -0.5 | -0.2 | -6 | -4 | 0.2
COC(=O)Cn1c(=O)c2c(nc3n2CCCN3Cc2ccccc2)n(C)c1=O | 1 | -0.7 | 14 | -5 | -1.3 | 1.3 | 0 | 0 | 0.0
CCn1ncc(C2=NOC(C(=O)NCc3ccc(OC)cc3)C2)c1C (stereo not given) | 9 | x | 11 | 4 | 1.3 | 1.6 | -7 | 0 | -3.4
COc1cccc(-n2c(-c3ccccc3)c[nH]c2=S)c1 | 3 | 0.6 | -2 | -6 | -1.2 | 0.1 | 4 | -1 | -1.5
CCOC(=O)Nc1nnc(-c2ccccc2OC)s1 | -19 | x | -4 | 11 | -0.5 | 0.3 | -3 | -3 | -2.2
CC(C)C(=O)Nc1ccc(C(=O)NN2C(=O)c3ccccc3C2=O)cc1 | -3 | -3.2 | 6 | 8 | 0.1 | 1.2 | 0 | 1 | -0.5
COc1ccc(-n2nc(C(=O)NCC(=O)N3CCCCCC3)c3ccccc3c2=O)cc1OC | -1 | 0.2 | -18 | 26 | 0.2 | 0.3 | 7 | 11 | -2.4
O=C(NCCN1CCCC1)C1CCN(S(=O)(=O)N2CCC3(CC2)OCCO3)CC1 | -16 | -0.1 | -3 | 9 | -1.9 | -1.3 | -8 | -1 | 0.7
CCCCCCSc1ccc([C@@H]2[C@H]3C(=O)N(CC)C(=O)[C@H]3[C@]3(C(=O)OC)CCCCN23)cc1OC | -4 | 0.4 | -4 | 20 | -0.7 | 0.8 | 19 | 4 | -1.1
CCOC(=O)CNc1c(-c2ccc(OC)cc2)nc2ccc(Cl)cn12 | -7 | x | -2 | 14 | -0.7 | 0.1 | -2 | -4 | 0.5
COc1ccc2c(c1OC)C(=O)N1C2SC(C)(C)[C@H]1C(=O)NC1CCCC1 (stereo not given in full) | -3 | 1.6 | -4 | 10 | 0.5 | 1.0 | -5 | -1 | -2.0
COc1ccc(OC)c(/C=N/NC(=S)NCCc2ccccc2)c1 | 8 | 1.4 | 2 | 15 | -1.3 | 5.5 | -9 | 1 | -1.2
COc1ccc(C(=O)NC(=S)Nc2cccc3ncccc23)cc1[N+](=O)[O-] | -3 | -0.5 | -14 | -4 | -1.8 | 0.3 | 11 | 0 | -2.4
Cc1ccc(N(C(=O)c2ccccn2)C(C(=O)NC2CCCCC2)c2ccncc2)cc1 (stereo not given) | -6 | 0.4 | 2 | 5 | -1.3 | 0.7 | -4 | -6 | -2.9
Cn1c(=O)n(Cc2ccccc2)c2ccccc21 | -3 | -0.7 | -10 | 0 | -0.5 | 0.1 | 9 | 2 | -0.7
COc1cc(/C=C/C(=O)Nc2ccc(C(C)=O)cc2)cc(OC)c1OC | -6 | 0.6 | -10 | -7 | 0.7 | -1.1 | 21 | -2 | -12
CC(C)c1cc(C(=O)Nc2cccnc2)no1 | -3 | 1.6 | x | 0 | 0.9 | -1.2 | x | -1 | 2.5
CCOc1ccc(/C=N/NC(=O)C(=O)N2CCCCCC2)c2ccccc12 | 14 | -5.7 | -9 | 22 | 3.3 | 0.0 | 29 | -3 | -1.9
FC(F)(F)c1ccccc1-c1nc(-c2ccncc2)no1 | 4 | -0.7 | -1 | 6 | -3.5 | 1.5 | -10 | 12 | x
CN(C(=O)c1ccc(NC(=O)Cc2cccc(NC(=O)C3CCCN(C(=O)CCc4ccccc4)C3)c2)cc1)C1CCCC1 (stereo not given) | -2 | -1.3 | 5 | 4 | 0.4 | 0.6 | 2 | 1 | -1.7

Compounds shown so far with an NH in an aromatic ring:
SMILES | BoNT F protease | TcdB GH inh | PrPC TRFRET | Y pestis TopoI | BoNT-A LC inh2 | PfHsp40 yeast | CCHF vOTU inh | Anthrax LF prot | FadD28 binding
CCN(CC(=O)Nc1ccccc1C(F)(F)F)C(=O)CCc1c(C)[nH]c(=O)c(C#N)c1C | -3 | 0.5 | -4 | 3 | 0.4 | -2.0 | -15 | 1 | -1.3
C[C@@H](NC(=O)c1nc[nH]c1C(=O)NC1CCN(C(=O)OC(C)(C)C)CC1)c1ccccc1 | 2 | 1.6 | 7 | 0 | -0.1 | 0.4 | 19 | 1 | -3.9
CCOc1[nH]n(-c2ccccc2)c(=O)c1C=Nc1ccc(OC)cc1 | -7 | 0.5 | 6 | 8 | 0.3 | -0.1 | 15 | -2 | -4.0
Cc1cc(C(O)c2ncc(-c3cccc4ccccc34)[nH]2)ccc1F (stereo not given) | -10 | 1.1 | -1 | -9 | -0.8 | x | -4 | -6 | -4.6
O=C(CSc1nnc(SCc2ccc(Cl)cc2)s1)N/N=C/c1c[nH]c2ccccc12 | -3 | x | 7 | -5 | 0.0 | -0.3 | -14 | 1 | -2.1
S=C(NC1CCCCC1)N(CCc1nc2ccccc2[nH]1)C1CCCC1 | -12 | x | 10 | -1 | -0.3 | 2.3 | 16 | 1 | -3.9
COc1cccc(-n2c(-c3ccccc3)c[nH]c2=S)c1 | 3 | 0.6 | -2 | -6 | -1.2 | 0.1 | 4 | -1 | -1.5
